Screening data deposited in PubChem BioAssay by National Center for Advancing Translational Sciences (NCATS).
KB-V1 cytotox – KB-V1 MDR subline cytotoxicity | KB-V1 MDR cells viability, CellTiter-Glo, 72 h | Potency, µM (doses to about 46.1 µM), for the others: at the top dose activity change, negative = cytotoxicity, hits mostly cytotoxic | 400,000 compounds, 3.4% hits; also: % is scaled to controls: 0 for no effect and ±100 for the full control effect; nearly all actives have a fitted effect of over 60% in size
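In this primary screen, KB-V1 cells overexpressing P-gp are incubated with library compounds (lowest to highest concentration) for 72 h at 37 degrees C before a luminescent ATP viability read.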
GLP-1R inv ag – inverse agonists of human GLP-1 receptor; P43220; HEK293 GLP-1R CRE-luciferase, luminescence, 24 h; GLP-1R form is constitutively active; Potency, µM (top dose mostly 38.3 µM), inactives show at the top dose activity change, negative = inhibition, actives largely listed as inhibitors; 410,000 compounds, 1.6% hits; AID 624417; also: % is scaled to controls: 0 for no effect and ±100 for the full control effect; nearly all actives have a fitted effect of over 55% in size
Target sequence (P43220 whole entry, looked up): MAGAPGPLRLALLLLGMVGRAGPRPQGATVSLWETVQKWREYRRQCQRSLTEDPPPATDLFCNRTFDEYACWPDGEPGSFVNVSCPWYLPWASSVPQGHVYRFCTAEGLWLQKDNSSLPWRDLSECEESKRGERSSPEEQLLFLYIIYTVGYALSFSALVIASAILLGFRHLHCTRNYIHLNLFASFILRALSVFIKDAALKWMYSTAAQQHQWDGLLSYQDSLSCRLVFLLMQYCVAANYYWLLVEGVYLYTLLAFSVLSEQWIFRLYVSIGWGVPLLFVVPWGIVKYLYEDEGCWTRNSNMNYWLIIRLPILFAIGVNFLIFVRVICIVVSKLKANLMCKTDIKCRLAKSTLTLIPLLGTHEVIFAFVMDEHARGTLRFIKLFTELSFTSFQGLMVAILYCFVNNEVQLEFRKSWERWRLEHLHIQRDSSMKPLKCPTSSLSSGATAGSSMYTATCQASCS
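Inverse agonists were sought by their lowering of basal cAMP reporter luciferase output in HEK293 cells stably carrying constitutively active human GLP-1R, after 24 h compound treatment.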
GLP1R cytotox – cytotoxicity in counter-screen for GLP-1R inverse agonists; HEK293 cAMP-luciferase reporter cells, luminescence, 24 h; Potency, µM (series often up to 38.3 µM), for the others: at the top dose activity change, negative = inhibition, most hits filed as inhibitors; 410,000 compounds, 0.13% hits;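 also: loss of luciferase light is scored as toxicity; % is scaled to controls: 0 for no effect and ±100 for the full control effect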
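Compound-treated cells are incubated 24 hr at 37 deg C under 5% CO2 after a 12 hour attachment period, then luciferase detection reagent is added and luminescence is measured following 12 min at room temperature; lowered signal indicates toxicity.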
HT1080 IDH1KD tx – kills HT-1080 cells with IDH1 knockdown; HT-1080 IDH1 knockdown viability, ATP luminescence, 48 h; Potency, µM (top dose mostly 46.1 µM), without a hit: at the highest dose activity, negative = toxicity, usual class: cytotoxic; 360,000 compounds, 2% hits;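 also: 0% = DMSO wells and -100% = cell-free medium wells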
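% activity derives from luminescence (CellTiter-Glo), normalised to DMSO and no-cell wells. HT-1080-IDH1KD cells, 750/well, had 48 h compound exposure at 37 °C.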
TDP-43 yeast inh – inhibitors of TDP-43 toxicity in yeast; TDP-43 expressing yeast growth rescue, BacTiter-Glo, 24 h; Potency, µM (top dose mostly 46.1 µM), for the others: top-dose growth rescue (activation), hits mostly activators; 410,000 compounds, 1.8% hits; AID 652104; also: % of control where 0% means no effect; nearly all actives have a fitted effect of over 50% in size
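Galactose-induced TDP-43 yeast, OD600=0.02, compound pinned; 24 hr, 30 deg C; BacTiter-Glo luminescence for growth. Inhibitors of TDP-43 toxicity read as activators.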
HT1080NT lethal – kills 2HG-producing HT-1080-NT fibrosarcoma cells; HT-1080-NT fibrosarcoma viability, CellTiter-Glo ATP luminescence, 48 h; Potency, µM (top dose mostly 46.1 µM), without a hit: top-dose activity, negative = less viability, most hits filed as cytotoxic; 360,000 compounds, 1.6% hits;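 also: NT is the 2HG producing partner of a matched IDH1 knockdown line; 0% = DMSO-treated cells and -100% = media-only wells without cells; nearly all actives have a fitted effect of over 55% in size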
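Luminescent CellTiter-Glo readout after 48 hours of compound exposure at 37 degrees C defined viability of HT-1080-NT cells. Activity was normalized to DMSO wells and cell-free media wells; concentration-response curves were fitted and assigned curve classes.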
GLP1R ag – GLP-1 receptor (human) agonism | P43220 | HEK293 GLP-1R CRE-luciferase, luminescence, 4-6 h; cells express a hypersensitive GLP-1R form | AID 624172 | 380,000 compounds, 0.007% hits | Potency, µM (top dose mostly 45.6 µM), without a hit: at the highest dose activation, usual class: activators; also: % of control where 0% means no effect
SW480 rereplic – DNA re-replication induction in SW480 cells. AID 624297. SW480 DNA re-replication, Hoechst DNA content imaging, 48 h. Potency, µM (doses to about 46.1 µM), for the others: at the top dose re-replication activation, hits mostly activators. 340,000 compounds, 1.8% hits; also: % of control where 0% means no effect; nearly all actives have a fitted effect of over 55% in size
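250 cells/well; 23 nL cpd via pin tool; 48 hr, 37 C, 5% CO2; Hoechst 40 min; imager read of total nuclear intensity, ex 405/em 500-530 nm.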
KB-3-1 tox – KB-3-1 parental cell cytotoxicity; 400,000 compounds, 1.4% hits; KB-3-1 viability, CellTiter-Glo ATP luminescence, 72 h; Potency, µM (doses to about 46.1 µM), inactives show at the top dose activity change, negative = cytotoxic, usual class: cytotoxic; also: % is scaled to controls: 0 for no effect and ±100 for the full control effect; nearly all actives have a fitted effect of over 60% in size
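72 h, 37 °C compound treatment of KB-3-1 parental cells; CellTiter-Glo added, 10 min, luminescence read. Data corrected against DMSO-only plates and normalized before curve fitting.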
* = called active by the depositor; ? = inconclusive; . = not tested or not shown; [ ] = remark or other dose. Calls follow the shape of the dose curve; as a rule, active = well fitted curve in the direction sought with a large enough effect; inconclusive = small, poorly fitted or top-dose-only effect, or another doubt; inactive = no such curve, though single readings can be large; an effect the other way counts as inactive or inconclusive. Potency is read from the fitted curve at half-maximal effect.

Second line of a record – KB-V1 cytotox, GLP-1R inv ag, GLP1R cytotox, HT1080 IDH1KD tx, TDP-43 yeast inh, HT1080NT lethal, GLP1R ag, SW480 rereplic, KB-3-1 tox
1. Cn1c(=O)c2c(nc(Br)n2Cc2ccc3ccccc3c2)n(C)c1=O
→ 2.6µM*, ?, -4%, -28%, 13%, ?, 10%, 0%, 7.3µM*
2. CN(C(=O)CSc1nc2ccc(Br)cc2c(=O)n1Cc1ccco1)C1CCS(=O)(=O)C1 (stereo not given)
→ -2%, 36%, -3%, 5%, 7%, 0%, 1%, -3%, -15%
3. COc1ccc(CCC(=O)Nc2ncc(C)s2)cc1
→ -7%, 12%, 2%, 0%, 13%, 4%, 5%, -1%, 0%
4. CCC(C(=O)OCC(=O)Nc1c(C)n(C)n(-c2ccccc2)c1=O)c1ccccc1 (stereo not given)
→ 13%, 5%, 5%, 8%, -18%, 1%, 6%, -6%, 2%
5. Cc1ccc(NC(=O)CN2C(=O)c3ccccc3S2(=O)=O)cc1C
→ 3%, -11%, -4%, -15%, -2%, -4%, 9%, -4%, 2%
6. FC(F)Sc1ccc(NC(=S)NC2CCC(NC(=S)Nc3ccc(SC(F)F)cc3)CC2)cc1 (stereo not given)
→ 5%, -33%, 1%, 6%, -2%, -1%, -1%, -1%, 0%
7. CCOCCCNC(=O)Cc1ccc(OC)c(OC)c1
→ 4%, 1%, -2%, 4%, 7%, 7%, 5%, -1%, -1%
8. CCCCSc1nc(C)c(CC(=O)O)c(=O)[nH]1
→ 2%, 4%, 5%, 17%, 0%, 11%, -20%, -6%, 2%
9. Cc1cccc(C=CC(=O)c2ccccc2)c1
→ -24%, ?, -2%, -16%, ?, -2%, -4%, ?, ?
10. CN(CCOCCOc1ccc(F)cc1)Cc1ccccc1
→ -8%, ?, 4%, -1%, -1%, -13%, 2%, ?, 0%
11. COCc1ccc(CN2CCCC(CO)(Cc3ccccc3)C2)o1 (stereo not given)
→ ?, ?, 0%, -1%, -6%, 5%, 12%, 19%, -4%
12. Cc1cccc(C(C)C)c1NC(=O)CN1C(=O)NC2(CCc3ccccc32)C1=O (stereo not given)
→ 0%, -14%, -21%, 0%, -24%, 2%, -1%, 8%, 0%
13. O=c1[nH]c(CO)nc2c1oc1ccccc12
→ -4%, -1%, 13%, -11%, 4%, 0%, -4%, -4%, 4%
14. COC(=O)c1cnn2c(C(F)(F)F)cc(-c3ccco3)nc12
→ 0%, 23%, 193%[activator], 13%, -9%, 14%, -2%, 1%, 3%
15. Cc1cccnc1C(NC(=O)C1CCN(Cc2ccc(Cl)cc2)CC1)c1ccc(F)cc1 (stereo not given)
→ -24%, ?, -2%, ?, 0%, ?, -2%, ., -4%
16. COc1ccc(CCNCC(=O)Nc2ccc(C(=O)N3CCCCC3)cc2)cc1
→ -16%, -15%, 8%, -5%, -11%, -11%, 13%, 78%, 0%
17. COc1cccc(NC(=O)CSCc2cc(=O)c3ccc(C)c(C)c3[nH]2)c1
→ 4%, -13%, -11%, ., 20%, ., ., ., 3%
18. CCOC(=O)C1=C(C)Nc2ccccc2N=C1NC(=O)c1cccc(S(=O)(=O)N(C)C)c1
→ -17%, 12%, -6%, 9%, 4%, 0%, -1%, -2%[9.22 µM], -12%
19. O=C(COC(=O)C1CCN(S(=O)(=O)c2cccs2)CC1)NCc1ccc(F)cc1
→ -15%, 1%, 6%, 17%, -14%, -2%, 10%, -4%, 2%
20. Cc1ccc(C(=O)COC(=O)CCN2C(=O)C3C4CCC(C4)C3C2=O)cc1[N+](=O)[O-] (stereo not given)
→ 18%, 24%, 2%, 0%, -18%, 17%, 1%, -1%, 13%
21. c1ccc2c(-c3nnc4n3CCCCC4)c[nH]c2c1
→ -7%, 0%, -11%, 14%, -12%, -5%, -5%, -1%, -16%
22. CCN(Cc1ccncc1)C(=O)CC1C(=O)NCCN1Cc1ccc(F)c(F)c1 (stereo not given)
→ -16%, -23%, 3%, -2%, -15%, -2%, -5%, ?, -12%
23. O=C(N/N=C/c1ccc(N2CCOCC2)cc1)C1CC1
→ -2%, 10%, -13%, 0%, -21%[0.397 µM], 0%, 11%, -12%, 16%
24. COc1ccc(Cl)cc1NC(=S)N(Cc1ccccc1C)CC1CCC(C(=O)O)CC1 (stereo not given)
→ 1%, ?, 6%, -11%, -21%[0.397 µM], -6%, 4%, ?, 0%
25. Cc1[nH][nH]c(=O)c1C=NCc1ccc(Cl)cc1
→ 3%, 9%, -5%, 1%, 14%, -1%, 8%, 0%, 1%
26. S=C(Nc1ccccc1)Nc1ccc(OCc2ccccc2)cc1
→ 9%, -3%, ?, -3%, 13%, 3%, -8%, -13%, 5%
27. Cc1nc(N2CCN(Cc3ccc4c(c3)OCO4)CC2)[nH]c(=O)c1C
→ 2%, 16%, 4%, 16%, 5%, 10%, 1%, 25%, 8%
28. O=C(OCC1CC(c2ccccc2)=NO1)c1ccc(Cl)cc1 (stereo not given)
→ 1%, 1%, -16%, 0%, 2%, 15%, -4%, -2%, 13%
29. COc1ccc(-c2nnc(SCC(=O)Nc3cccc(C(F)(F)F)c3)s2)cc1
→ 11%, 8%, -18%, ., -9%, ., ., ., 0%
30. CCOC(=O)[C@@H]1[C@H]2COc3ccccc3[C@@H]2N2C(=O)N(c3cccc(Cl)c3)C(=O)[C@]12C
→ 8%, ?, -26%, -7%, 0%, 0%, 3%, 11%, -13%

Structural class: the entries above with a Cl atom
Second line of a record – KB-V1 cytotox, GLP-1R inv ag, GLP1R cytotox, HT1080 IDH1KD tx, TDP-43 yeast inh, HT1080NT lethal, GLP1R ag, SW480 rereplic, KB-3-1 tox
15. Cc1cccnc1C(NC(=O)C1CCN(Cc2ccc(Cl)cc2)CC1)c1ccc(F)cc1 (stereo not given)
→ -24%, ?, -2%, ?, 0%, ?, -2%, ., -4%
24. COc1ccc(Cl)cc1NC(=S)N(Cc1ccccc1C)CC1CCC(C(=O)O)CC1 (stereo not given)
→ 1%, ?, 6%, -11%, -21%[0.397 µM], -6%, 4%, ?, 0%
25. Cc1[nH][nH]c(=O)c1C=NCc1ccc(Cl)cc1
→ 3%, 9%, -5%, 1%, 14%, -1%, 8%, 0%, 1%
28. O=C(OCC1CC(c2ccccc2)=NO1)c1ccc(Cl)cc1 (stereo not given)
→ 1%, 1%, -16%, 0%, 2%, 15%, -4%, -2%, 13%
30. CCOC(=O)[C@@H]1[C@H]2COc3ccccc3[C@@H]2N2C(=O)N(c3cccc(Cl)c3)C(=O)[C@]12C
→ 8%, ?, -26%, -7%, 0%, 0%, 3%, 11%, -13%

As a working copy, part of the list above:
Second line of a record – KB-V1 cytotox, GLP-1R inv ag, GLP1R cytotox, HT1080 IDH1KD tx, TDP-43 yeast inh, HT1080NT lethal, GLP1R ag, SW480 rereplic, KB-3-1 tox
1. Cn1c(=O)c2c(nc(Br)n2Cc2ccc3ccccc3c2)n(C)c1=O
→ 2.6µM*, ?, -4%, -28%, 13%, ?, 10%, 0%, 7.3µM*
2. CN(C(=O)CSc1nc2ccc(Br)cc2c(=O)n1Cc1ccco1)C1CCS(=O)(=O)C1 (stereo not given)
→ -2%, 36%, -3%, 5%, 7%, 0%, 1%, -3%, -15%
3. COc1ccc(CCC(=O)Nc2ncc(C)s2)cc1
→ -7%, 12%, 2%, 0%, 13%, 4%, 5%, -1%, 0%
4. CCC(C(=O)OCC(=O)Nc1c(C)n(C)n(-c2ccccc2)c1=O)c1ccccc1 (stereo not given)
→ 13%, 5%, 5%, 8%, -18%, 1%, 6%, -6%, 2%

(listing goes on)
Second line of a record – KB-V1 cytotox, GLP-1R inv ag, GLP1R cytotox, HT1080 IDH1KD tx, TDP-43 yeast inh, HT1080NT lethal, GLP1R ag, SW480 rereplic, KB-3-1 tox
31. COc1ccc(CNC(=O)[C@H](C)NC(=O)C2CC(=O)N(c3ccc4c(c3)OCO4)C2)cc1 (stereo not given in full)
→ 4%, 14%, -11%, 7%, -3%, 6%, -4%, 24%, -8%
32. CCOC(=O)c1noc2ncn(CC(=O)Nc3cc(Cl)ccc3OC)c(=O)c12
→ -1%, 2%, 2%, ., 5%, ., -1%, ., 12%
33. COc1ccccc1NCCC(=O)OCC(=O)NC1CC1
→ -10%, 21%, -7%, 8%, 9%, 0%, 6%, 9%, -2%
34. Cc1ccc(C2NC(=O)c3c(sc4c3CCN(C)C4)N2)s1 (stereo not given)
→ 6%, 0%, 54%[activator], 6%, -10%, -4%, 1%, 7%, 1%
35. O=C(CCSc1ccc(Cl)cc1)Nc1cccnc1
→ -1%, -16%, 5%, 9%, ?, 13%, -5%, -2%, 2%
36. C/C(=N\Nc1cc(C)nc(-c2ccccc2)n1)c1cccc([N+](=O)[O-])c1
→ -5%, ?, 11%, -10%, 18%, 1%, 9%, 6%, 1%
37. COC(C[C@H]1O[C@H]1[C@H](O)[C@@H](C)OCc1ccccc1)OC
→ -13%, 19%, 1%, -2%, -5%, 9%, 0%, 1%[9.22 µM], 13%
38. CCOC(=O)CN1C(=O)S/C(=C\c2ccc(-c3cccc(C(=O)O)c3C)o2)C1=O
→ 8%, 12%, 1%, 0%, 2%, -6%, 10%, 15%, 17%
39. O=C(CN(CC1CCCO1)S(=O)(=O)c1ccc(S(=O)(=O)NC2CC2)cc1)Nc1ccccc1 (stereo not given)
→ 6%, 0%, -3%, -3%, 2%, 3%, -2%, -5%, 7%
40. CC1CCN(C(=O)CCNC(=O)Cn2cnc3sc4c(c3c2=O)CCCC4)CC1
→ ?, 9%, -4%, -11%, -13%, -3%, 3%, 2%, 19%
